Source: PubChem (National Center for Advancing Translational Sciences (NCATS))
KDM5B inhibitor – KDM5B demethylase inhibition; hit rate 2.6% among 220,000; Potency, µM (titrated, usually from 57.7 µM), for the others: at the highest dose activity change, negative = inhibition, hits mostly inhibitors; Q9UGL1; KDM5B demethylase, FDH-coupled NADH fluorescence (FDH is formaldehyde dehydrogenase); active means well fitted inhibition curve with a large enough effect; inconclusive means small, poorly fitted or top-dose-only effect; inactive means no such curve, though single readings can be large or run the other way; further: 0% is about no effect; nearly all actives have a fitted effect of over 70% in size
Target sequence (Q9UGL1 whole entry, looked up): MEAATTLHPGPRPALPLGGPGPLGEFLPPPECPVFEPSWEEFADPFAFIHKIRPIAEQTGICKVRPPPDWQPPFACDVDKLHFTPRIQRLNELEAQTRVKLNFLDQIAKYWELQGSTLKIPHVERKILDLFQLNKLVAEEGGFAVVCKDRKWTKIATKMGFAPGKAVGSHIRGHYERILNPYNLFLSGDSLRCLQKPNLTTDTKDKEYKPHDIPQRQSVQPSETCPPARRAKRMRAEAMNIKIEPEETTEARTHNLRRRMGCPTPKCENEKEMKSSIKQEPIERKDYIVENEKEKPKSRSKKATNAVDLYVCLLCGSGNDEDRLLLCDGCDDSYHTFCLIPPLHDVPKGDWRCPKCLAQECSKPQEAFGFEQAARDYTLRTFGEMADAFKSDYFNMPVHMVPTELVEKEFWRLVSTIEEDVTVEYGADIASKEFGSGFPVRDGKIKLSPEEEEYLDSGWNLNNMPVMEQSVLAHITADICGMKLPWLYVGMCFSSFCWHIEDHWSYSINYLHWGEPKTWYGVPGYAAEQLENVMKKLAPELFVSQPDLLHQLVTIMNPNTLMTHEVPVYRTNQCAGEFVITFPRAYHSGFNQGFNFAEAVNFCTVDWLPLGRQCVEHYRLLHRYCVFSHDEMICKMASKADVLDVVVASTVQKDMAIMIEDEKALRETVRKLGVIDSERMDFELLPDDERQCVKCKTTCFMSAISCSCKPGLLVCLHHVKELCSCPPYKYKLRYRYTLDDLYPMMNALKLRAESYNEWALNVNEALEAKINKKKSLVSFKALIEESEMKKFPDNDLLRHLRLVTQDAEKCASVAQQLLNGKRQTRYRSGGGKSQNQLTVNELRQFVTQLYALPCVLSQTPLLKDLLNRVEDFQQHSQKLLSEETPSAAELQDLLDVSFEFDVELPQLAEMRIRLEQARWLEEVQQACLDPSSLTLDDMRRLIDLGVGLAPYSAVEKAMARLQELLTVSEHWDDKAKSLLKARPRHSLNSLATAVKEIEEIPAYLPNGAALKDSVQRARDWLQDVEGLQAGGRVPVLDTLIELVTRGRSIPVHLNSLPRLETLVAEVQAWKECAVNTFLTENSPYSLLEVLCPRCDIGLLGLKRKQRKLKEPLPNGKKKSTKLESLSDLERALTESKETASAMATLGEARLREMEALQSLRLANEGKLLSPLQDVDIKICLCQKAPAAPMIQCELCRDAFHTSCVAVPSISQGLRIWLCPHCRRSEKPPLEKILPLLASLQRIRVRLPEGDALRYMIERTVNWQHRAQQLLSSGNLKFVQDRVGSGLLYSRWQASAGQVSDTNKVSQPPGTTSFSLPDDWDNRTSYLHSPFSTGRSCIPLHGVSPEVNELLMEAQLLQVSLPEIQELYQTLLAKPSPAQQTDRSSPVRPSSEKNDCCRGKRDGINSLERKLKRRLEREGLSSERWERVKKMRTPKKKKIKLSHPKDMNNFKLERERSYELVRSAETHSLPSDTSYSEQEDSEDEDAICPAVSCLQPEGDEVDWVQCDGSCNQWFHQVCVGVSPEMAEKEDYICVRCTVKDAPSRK
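KDM5BΔAP (200 nM final) in 50 mM HEPES pH 7.5, 0.01% Tween-20 was preincubated 10 min at RT with compound over a concentration range. Substrate mix (H3K4me3 12.5 µM, α-KG 25 µM, Fe²⁺, ascorbate, NAD⁺, FDH) was added, and NADH fluorescence change over 30 min gave dose-response curves.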
Active calls of the source: *; i = inactive; ? = inconclusive; [ ] = another dose, or the depositor's remark. Potency means the concentration at half of the fitted maximal effect. Not all compounds are listed (hit frequency here may not be typical).

SMILES	KDM5B inhibitor
COc1ncccc1-c1nccc2c(=O)cc(N(C)C3CCOCC3)oc12	i
CC(=O)c1ccc(NC(=O)CSc2nc3ccccc3o2)cc1	8.9%
CC1CCCN(C(=O)Cn2ccn3nc(-c4ccc(F)cc4)c(CO)c3c2=O)C1 (stereo not drawn)	3.5%
CCN(C(=O)C1CCC1)C1CC1	17.5%
CN1C[C@H](NC2CCC2)CCC[C@@H](C(=O)NC2CCOCC2)CC1=O	-19.7%[86.2 µM]
O=S(=O)(c1ccc2c(c1)CCCN2)N1CCCC2CCCCC21 (stereo not drawn)	-7.8%
O=C1NC(C(=O)N2CCOCC2)CN1Cc1ccccc1 (stereo not drawn)	-8.1%[86.2 µM]
CCCN(CC1CCOC1)C(=O)NC1CCCCC1 (stereo not drawn)	-5.7%
O=C1COc2ccc(-c3cc(F)cc(F)c3)nc2CN1Cc1ccccc1	31.6µM*
COC(=O)CC1c2cc(OC)c(OC)cc2CCN1Cc1nc(C(C)C)no1 (stereo not drawn)	75.2%[activator]
Cc1cnn(CCC(=O)NC2CCN(c3ccc(=O)n(C)n3)CC2)c1	-18.7%
COc1cc(-c2c(NC(=O)c3cccc([N+](=O)[O-])c3)oc3ccccc3c2=O)cc(OC)c1OC	-2.0%
O=C(NCCc1ccc2c(c1)OCCO2)c1ccc(NC(=O)c2cccs2)cc1	?
COc1cc(C2C3=C(CCCC3=O)OC3=C2C(=O)CCC3)ccc1OCc1ccccc1	120.8%[activator]
O=C(Nc1cccc(Cl)c1Cl)c1ccc2c(c1)N(Cc1cccc(Cl)c1)C(=O)c1ccccc1S2=O (stereo not drawn)	10.3%
O=C1CCSC2(C(=O)N(Cc3ccccc3)c3ccccc32)N1c1ccccc1 (stereo not drawn)	-25.7%
O=C(COc1ccc2ccccc2c1)Nc1cccc2ncccc12	-11.4%
CC1(c2ccccc2)CC(C)(C)N(C(=O)c2cccc(Cl)c2)c2ccccc21 (stereo not drawn)	?
CCSc1nc2n(n1)C(c1cccnc1)C1=C(CC(C)(C)CC1=O)N2 (stereo not drawn)	?
CCN(CC)Cc1ccc2c(c1)CNCCO2	-20.4%

Nothing new here: 2 of the compounds above.
SMILES	KDM5B inhibitor
CC1(c2ccccc2)CC(C)(C)N(C(=O)c2cccc(Cl)c2)c2ccccc21 (stereo not drawn)	?
CCSc1nc2n(n1)C(c1cccnc1)C1=C(CC(C)(C)CC1=O)N2 (stereo not drawn)	?

Later entries.
SMILES	KDM5B inhibitor
O=C(Nc1ccccc1)N1CCc2nnc(C3CC3)n2CC1	15.4%
COc1ccc(CN2CCc3oc(C)c(C(=O)NC(C)Cn4ccc(C)n4)c3C2)cc1 (stereo not drawn)	?
Cn1c(=O)c2c(nc(Br)n2Cc2ccc(Br)cc2)n(C)c1=O	8.9%
COc1ccc(CN2CCOc3nc(-c4cc(F)cc(F)c4)ncc3C2=O)cc1	-25.5%[86.2 µM]
COc1ccc(NC(=O)CSc2ncc(-c3ccc(F)cc3)o2)cc1OC	14.7%
CCOc1ccc(CCNC(=O)CN2CCN(Cc3ccc(F)cc3Cl)C2=O)cc1OCC	-25.0%
COc1ccc(C(=O)N[C@@H]2CCC[C@@H]2C(=O)NCc2cccc(C)c2)cn1	-5.8%
CCCn1c(=O)[nH]c(=O)c2c1nc(-c1ccc3ccccc3c1)n2CCN1CCOCC1	-19.5%
Cc1ccc(C(=O)N2CCn3c4c(c5cc(C)ccc53)CCCC42)cc1 (stereo not drawn)	?
CSc1ccc(NC(=O)N2CCC(N(CCC(C)C)C3CCOCC3)CC2)cc1	-15.2%
CC(C)N1CC[C@@H]2[C@H]1C(=O)NC[C@H](CCC(=O)Nc1ccccc1)N2C	-23.6%[86.2 µM]
COc1ccccc1CCC(=O)N1CC(c2nnc(-c3ccncc3)o2)C2(CCOCC2)C1 (stereo not drawn)	-30.5%
C[C@H]1[C@@H]2[C@@H](O)C([C@H](C)C(=O)NC3CCCC3)CC[C@@]2(C)CC[C@@H]1NC(=O)c1ccncc1 (stereo partly drawn)	-14.2%
O[C@@H]1C[C@@H](c2nc(-c3ccc(F)cc3)no2)N(Cc2cc3ccccc3o2)C1	?
CC(C)n1nc(C(=O)NCc2cccc(Cl)c2)c2ccccc2c1=O	9.9%
O=C(Nc1cccc2cnccc12)c1cccc(S(=O)(=O)N2CCCC2)c1	11.1%
Cc1ccc(CNC(=O)c2cccc(NC(=O)N3CCSc4ncccc43)c2)cc1	?
Cc1noc(-c2ccc(OC(F)(F)F)cc2)c1C(=O)NCc1ccsc1	-9.2%
O=C(c1cc(-c2ccc(Br)cc2)n[nH]1)N1CCN(S(=O)(=O)c2ccc(Br)cc2)CC1	10.3%
COc1ccc(-c2ccnc(N[C@H]3CO[C@H]4[C@@H]3OC[C@@H]4NC(=O)CC3(CC(=O)O)CCCC3)n2)cc1	28.2µM*
CSCCNC(=O)C1CCCN1c1nc2ncccc2o1 (stereo not drawn)	?
CCOC(=O)CCc1c(C)nc2c(c(C)nn2-c2ccc(C)cc2)c1C	?
CSc1ccc(CNCc2c(C(=O)O)c(C)n(Cc3ccc(F)cc3Cl)c2C)cc1	-14.1%
Cc1ccc(/C(O)=C2\C(=O)C(=O)N(c3nc4ccccc4s3)C2c2ccc(O)cc2)cc1 (stereo not drawn)	-7.1%
COCCNC(=O)c1ccc(CC2CCN(C(=O)CCc3ccc(OC)cc3)CC2)cc1	6.7%
CC(=O)Nc1ccc(C(=O)OCC(=O)NCc2cccs2)cc1	-0.7%
Cn1cc(-c2cc3n(n2)CCC(=O)N3CCCC(=O)NCc2ccccc2Cl)c2ccccc21	-19.8%
COc1ccc(C2C3=C(CC(C)(C)CC3=O)Nc3ccccc3N2C(=O)C(C)C)c(OC)c1 (stereo not drawn)	-10.9%
CCO[C@H]1CN(Cc2ccccc2OCCn2ccnc2)C[C@@H]1O	-5.7%
O=C(CC1CCCCC1)NCc1cccnc1	13.1%
CCn1ncc(N2CCCC(CC(=O)NCc3ccccn3)C2)cc1=O (stereo not drawn)	-11.7%
O=C(CCC(=O)c1ccc(F)cc1)OCc1ccc([N+](=O)[O-])cc1	-1.7%
COc1cc(CN(C(=O)c2ccc(OC(C)C)cc2)c2ccccn2)cc(OC)c1OC	-34.8%
COc1ccc(-c2coc3c(C)c(O)ccc3c2=O)cc1	-2.8%
O=[N+]([O-])c1ccc(S(=O)(=O)N/N=C/c2ccsc2)cc1	16.7%
CCCc1nn2c(=O)cc(COC(=O)CNC(=O)COc3ccc(C)cc3)nc2s1	15.9%
O=C(N/N=C/C(Br)=C/c1ccccc1)c1ccncc1	-16.1%
Cn1nccc1C(=O)NCCc1noc(-c2cccnc2)n1	21.2%
COc1ccc(CN2CCCC3(C2)C(=NC2CCCCC2)NC(=O)N3c2cccnc2)cc1 (stereo not drawn)	19.8%[115 µM]
O=C(CCCOC(=O)c1ccc([N+](=O)[O-])cc1)c1ccc(F)cc1	-2.4%

Some of these compounds in order of formula weight, low to high.
SMILES	KDM5B inhibitor
O=C(N/N=C/C(Br)=C/c1ccccc1)c1ccncc1	-16.1%
O=C(CCCOC(=O)c1ccc([N+](=O)[O-])cc1)c1ccc(F)cc1	-2.4%
COCCNC(=O)c1ccc(CC2CCN(C(=O)CCc3ccc(OC)cc3)CC2)cc1	6.7%

New compounds follow
SMILES	KDM5B inhibitor
O=C(c1ccccc1F)N1CCn2c(nn(-c3ccc([N+](=O)[O-])cc3)c2=O)C1	-19.6%
O=C(NCC1CC1)C1CN(c2ccccc2)C(=O)N1 (stereo not drawn)	9.3%[86.2 µM]
CCOC(=O)c1c(C)[nH]c(C)c1S(=O)(=O)N(C)CC(=O)NCc1cccc(Br)c1	-41.9%
CCOC(=O)c1cc(-c2ccc(C)cc2)n(CCC(=O)Nc2ccc(OC)c(OC)c2)c1C	?
Cc1ccc(CNc2cc(C)nc3nc(-c4cccc(C)c4)nn23)cc1	?
Cn1c(SCC(=O)NCc2ccccc2CN2CCOCC2)nnc1-c1ccc(Cl)cc1	-4.2%
CCCn1nc(C(=O)Nc2ccc(Br)c(C(F)(F)F)c2)c2ccccc2c1=O	?
Cc1ccc(-c2ccc3nnc(CNC(=O)Cc4cccc(F)c4)n3n2)cc1C	?
CC(C)Cn1nc(C(=O)N(C)c2cccc(C#N)c2)c2ccccc2c1=O	6.4%
CCC(C(=O)Nc1sc(C)c(C)c1C#N)c1ccccc1 (stereo not drawn)	-1.6%
Cc1ccoc1C(=O)N1CCC(N2CCCC(C(=O)NCc3ccccc3)C2)CC1 (stereo not drawn)	-23.3%
CC1(C)C(=O)N(CC2CCOCC2)[C@H]2CN(Cc3cccs3)C[C@@H]2[S+]1(=O)[O-]	-20.4%[86.2 µM]
CCOCCCNC(=O)c1cc(Sc2cccc(Cl)c2)nc2ccccc12	?
O=C(c1ccc(F)cc1)c1cn(Cc2ccccc2F)c2cc3c(cc2c1=O)OCCO3	-7.8%
O=C(c1ccc(F)cc1)N1CCC2(CCCCO2)CC1	11.4%
CC(C)C1=NOC2(CCN(Cc3ccc(C#N)cc3)C2)C1 (stereo not drawn)	?
O=C(NCCN1CCCOC1=O)c1ccc2nc(C3CCCCC3)oc2c1	-15.3%
COc1ccccc1-c1nc(-c2nnn3c2COC(c2ccccc2Cl)C3)no1 (stereo not drawn)	28.2µM*
Cc1cc(C(=O)NC[C@@H]2CC[C@H]3C[C@@H]2C3(C)C)ccc1Cl	-19.0%[86.2 µM]
Cc1nnc(N2CCC(C(=O)NCCc3ccccc3)CC2)c2nn(-c3ccccc3)c(C)c12	?
CCN(CC)Cc1ccccc1CNC(=O)c1cc2cccc(OC)c2oc1=O	-1.7%
CC(=O)c1sc(NC(=O)c2ccc(Cl)cc2)nc1C	?
Cc1nn2c(c1-c1ccccc1Oc1ccccc1)N(C(=O)c1ccc(F)cc1)CCC2	-23.4%[86.2 µM]
O=C(Nc1cccc(F)c1)C1CCCN(S(=O)(=O)c2ccc(-n3cnnn3)cc2)C1 (stereo not drawn)	-3.3%
CC(C)(C)c1ccc(C(=O)N2CCC(c3n[nH]c(=O)n3Cc3ccc(F)cc3)CC2)cc1	-11.6%
CCOC(=O)c1ccc(NC(=O)CSc2nnc(-c3ccncc3)n2-c2ccccc2)cc1	-61.8%
COc1ccc(CCNC(=O)c2cc3cn(C(C)C)cc3s2)cc1OC	?
COc1cc(CC(=O)Nc2ccccc2-c2ccccc2)cc(OC)c1OC	-5.8%
CN(Cc1csc(-c2ccccc2)n1)c1cc(C2CC(O)C2)nc(N)n1 (stereo not drawn)	-17.0%
COc1ccc(CN2CC[C@H]3COC(=O)N3c3cc(F)ccc3C2)cc1	-11.7%[86.2 µM]
CN1CCOC[C@H]2CCN(C(=O)c3ccco3)C[C@H]21	-7.8%
CC1CCc2nc3ccc4ccccc4c3c(-c3ccccc3O)c2C1 (stereo not drawn)	-5.6%
O=C(NCc1cc(F)ccc1F)[C@@H]1CNC[C@H]1COc1cccnc1	?
CN(C)C(=O)c1ccc2c(c1)N(C)C(CC(=O)NC(C)(CO)CO)CO2 (stereo not drawn)	-17.9%
Clc1snnc1CN1CCN(Cc2ccccc2)CC1	6.0%
CCN(CC)CCCNc1oc(-c2ccc(OC)cc2)nc1C#N	?
CCOc1cccc(-c2cc(C(=O)Nc3ccon3)c3ccccc3n2)c1	?
CCc1ccc(NS(=O)(=O)c2ccc3[nH]cc(C(=O)NCCCOC(C)C)c(=O)c3c2)cc1	-4.6%
O=C1CO[C@H]2CCN(Cc3ccccn3)CC[C@@H]2N1CCc1cccnc1	?
CCCn1c(N)c(C(=O)CSc2nncs2)c(=O)[nH]c1=O	34.0%
CCC(CC)C(=O)Nc1ccc(C)c(C)c1	-10.2%
OC1(c2ccc(Cl)c(Cl)c2)C[n+]2ccccc2N1Cc1ccccc1 (stereo not drawn)	?
COc1ccccc1-c1[nH]nc2ncc(-c3ccnc(C)c3)nc12	1.1%[86.2 µM]
Cn1nc(-c2ccc(C(=O)NC3CCCCC3)cc2)c2ccccc2c1=O	-8.4%
Cc1cccnc1CC(C)NC(=O)c1csc2nc(-c3ccccc3Cl)cn12 (stereo not drawn)	?
CCn1ncc(N2CCC(NC(=O)CCC3CCCCC3)CC2)cc1=O	-14.5%
CC(C)C[C@@H](NC(=O)Nc1cccc(Cl)c1)C(=O)O	-25.9%
COc1ccc2c(CNC3CCC(C)CC3)c(C(=O)O)n(Cc3ccc(F)cc3)c2c1 (stereo not drawn)	-14.3%
COc1ccc(CN2CCCC3(C2)C(=NC2CCCCC2)NC(=O)N3c2cccc(OC)c2)cc1 (stereo not drawn)	9.8%[115 µM]
Cc1nc(C)c(C(=O)N2CCCN(Cc3ccncc3)C(c3ccccc3)CC(=O)NCC2)s1 (stereo not drawn)	-20.5%
COC(=O)c1cc(OCC2CCC2)cc(C(=O)N2[C@H]3CCNC[C@@H]2CC3)c1	-2.9%
CN1C(=O)c2ccccc2Sc2ccc(NC(=O)N3CCN(c4ccc(F)cc4)CC3)cc21	-16.8%
CCc1ccc(NC(=O)CCn2cnc3c2c(=O)n(C)c(=O)n3C)cc1	15.7%
Cc1cn2c(=O)cc(CSc3ccccc3)nc2s1	1.3%
O=C(Nc1ccc2ncnc(N3CCCCC3)c2c1)c1cncc(Br)c1	28.2µM*
CC(C)Cc1cn(CC2CCCN(C(=O)c3n[nH]c4c3CCCC4)C2)nn1 (stereo not drawn)	-12.1%
O=C(c1cccc(F)c1)N1CCC(c2nc(C3CCOCC3)no2)CC1	8.1%

Of the compounds above, 6 contain bromine:
SMILES	KDM5B inhibitor
Cn1c(=O)c2c(nc(Br)n2Cc2ccc(Br)cc2)n(C)c1=O	8.9%
O=C(c1cc(-c2ccc(Br)cc2)n[nH]1)N1CCN(S(=O)(=O)c2ccc(Br)cc2)CC1	10.3%
O=C(N/N=C/C(Br)=C/c1ccccc1)c1ccncc1	-16.1%
CCOC(=O)c1c(C)[nH]c(C)c1S(=O)(=O)N(C)CC(=O)NCc1cccc(Br)c1	-41.9%
CCCn1nc(C(=O)Nc2ccc(Br)c(C(F)(F)F)c2)c2ccccc2c1=O	?
O=C(Nc1ccc2ncnc(N3CCCCC3)c2c1)c1cncc(Br)c1	28.2µM*
